Bioassay records from PubChem.
HEK293 NOD2/NF-kB – inhibition of NOD2-driven NF-kB reporter – cell-based, luminescence, uHTS, HEK293 (AID 1566); one-dose inhibition, % at 4 µM; EC50 in µM for titrated hits; 290,000 compounds, 0.63% hits; HEK293 NOD2/NF-kB luciferase reporter, luminescence; higher % means a stronger effect; also: many of its hits are not listed in these tables
T cell HTS – T cell immune modulators affecting CD8 T cell-vesicle binding | 330,000 compounds, 0.068% hits | calls only at 7 µM | 2C CD8+ T cell-vesicle binding, flow cytometry; hits give low values | AID 2052;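 active = response, share of CD8 T cells binding vesicles, and their 90th percentile fluorescence all below set limits, cut at about 80% in these data, passing the limit was not always enough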
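incubation = binding step 1.5 h, 37 °C, antibody labelling 20 min, ice | test system = 2C mouse CD8+ T cells | read-out basis = percent CD8+ FL2 mean versus row control | controls = Peptide-free naked vesicles (low) and QL9 vesicles with 0.7% DMSO vehicle (high) | detection = flow cytometry of vesicle-bound cells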
KOR beta-arrestin-1 – KOR agonists, beta-arrestin recruitment, primary screen, cell-based, luminescence, uHTS (AID 1777); 280,000 compounds, 0.02% hits; activation, % at 10 µM; hits with a dose series show EC50 in µM; KOR beta-arrestin recruitment, luminescence; higher % means a stronger effect; in the data active = activation above about 50%, passing the limit was not always enough; also: a part of the inactive calls stands beside numbers as strong as those of hits
NTR1 ag – agonists of NTR1, primary screen, imaging, U2OS cells, beta-arrestin-GFP, high content (AID 493036); NTR1-U2OS beta-arrestin-GFP spot imaging, agonist mode; 330,000 compounds, 0.17% hits; P30989; activation, % at 20 µM;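 active = activation at or above 40% of the spot to cytoplasm intensity ratio, with at least 20 cells analyzed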;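 also: 0% = DMSO without peptide and 100% = 100 nM NTR1 peptide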
Target sequence (P30989 whole entry, looked up): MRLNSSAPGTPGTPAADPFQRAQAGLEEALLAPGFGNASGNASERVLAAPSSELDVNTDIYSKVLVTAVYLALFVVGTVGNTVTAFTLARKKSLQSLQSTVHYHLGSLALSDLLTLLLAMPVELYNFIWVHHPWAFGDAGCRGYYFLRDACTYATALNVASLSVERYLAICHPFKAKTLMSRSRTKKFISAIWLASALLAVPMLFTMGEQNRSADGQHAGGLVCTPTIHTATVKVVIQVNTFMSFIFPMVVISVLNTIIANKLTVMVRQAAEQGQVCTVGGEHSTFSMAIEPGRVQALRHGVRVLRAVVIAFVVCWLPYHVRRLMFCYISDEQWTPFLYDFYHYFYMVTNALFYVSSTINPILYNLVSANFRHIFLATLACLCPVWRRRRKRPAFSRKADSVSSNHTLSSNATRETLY
NOD1 inhibition – NOD1 signaling inhibitors, primary screen, cell-based, luminescence, uHTS (AID 1578); NOD1-driven NF-kB luciferase reporter cells, luminescence; higher % means a stronger effect; inhibition, % at 4 µM; hits with a dose series show EC50 in µM; 290,000 compounds, 1% hits; in the data active = inhibition mostly above about 36%, no sharp cut-off; inactive = mostly below about 34%;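 also: HEK-293T reporter cells stimulated with the NOD1 agonist gamma-tri-DAP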
GPR55 antagonists – GPR55 antagonists blocking LPI-driven arrestin recruitment, primary screen, imaging, U2OS, beta-arrestin-GFP, LPI agonist (AID 2013); U2OS GPR55 beta-arrestin-GFP translocation imaging, LPI antagonism; higher % means a stronger effect; one-dose inhibition, % at 10 µM; IC50 in µM for titrated hits; 290,000 compounds, 0.13% hits;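 active = spots per cell inhibited over 60%, with over 100 cells counted and total cytoplasm intensity under 500,000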;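 also: U2OS cells stably carrying GPR55 and arrestin-GFP stimulated by 5 µM LPI near EC80; imaged beta-arrestin-GFP aggregate spots per cell after agonist stimulation; plate controls were LPI-stimulated DMSO wells for no effect and DMSO wells without LPI for full effect; some results filed as inactive read as strong as hits; confirmed hits need IC50 under 10 µM and bright autofluorescent wells are also inconclusive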
GPR55 beta-arrestin – selective activators of receptor GPR55 – imaging, U2OS cells, beta-arrestin-GFP redistribution, primary screen (AID 1961); activation, % at 10 µM; hits with a dose series show EC50 in µM; U2OS GPR55 beta-arrestin-GFP redistribution imaging; higher % means a stronger effect; 290,000 compounds, 0.048% hits;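 active = activation above 40% with more than 50 cells counted in the well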;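 also: U2OS osteosarcoma cells stably expressing GPR55 and beta-arrestin-GFP; plate controls were DMSO negative control for no effect and LPI positive control for full effect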
Myeloid diff 2 – compounds promoting myeloid differentiation; calls only at 10 µM; 360,000 compounds, 1% hits; ER-HoxA9 myeloid progenitors, lysozyme-GFP differentiation, flow cytometry;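 active = normalized GFP-positive differentiation at or above the plate's own cutoff, the solvent-only control mean plus 3 SD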;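 also: cells exposed to compound for four days before flow analysis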
KOR beta-arrestin-2 – kappa opioid receptor blockers – cell-based, luminescence, uHTS (AID 1778); inhibition, % at 10 µM, or IC50 in µM where a hit was titrated; 290,000 compounds, 0.091% hits; KOR beta-arrestin recruitment, luminescence, antagonist mode; higher % means a stronger effect; also: strong numbers were not always called active
T cell HTS vesicle-bound % – also measured in T cell HTS; calls as there; double positive events, %; measured here: CD8+ vesicle-bound cell fraction;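 binding gate set so that unloaded-vesicle control wells show 10% double positive cells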
NTR1 ag cell count 20 µM – further read-out of NTR1 ag, marked with its call; cell count; measured here: cell count, cytotoxicity flag
Myeloid diff 2 GFP+ MAC1+ % – recorded beside Myeloid diff 2, whose call it bears; GFP+ MAC1+ double positive, %; measured here: differentiation confirmed by MAC1 staining
* marks the source's active call; other numbers are inactive results; i = inactive; / = no result given; [ ] = dose if it differs, or a comment. Rule as the data show it, unless noted: active = inhibition above about 50%; inactive = the rest. A portion of the library, so the mix of outcomes need not match the whole.

SMILES | HEK293 NOD2/NF-kB | T cell HTS | T cell HTS vesicle-bound % | KOR beta-arrestin-1 | NTR1 ag | NTR1 ag cell count 20 µM | NOD1 inhibition | GPR55 antagonists | GPR55 beta-arrestin | Myeloid diff 2 | Myeloid diff 2 GFP+ MAC1+ % | KOR beta-arrestin-2
COC(=O)C1CCCCN1C(=O)c1ccc2oc(Cc3ccccc3)nc2c1 (stereo unspecified) | -22% | i | 16 | -3.3% | 0.3 | 67 | -50% | -15% | 0.2% | i | 0.7 | -5%
CCOC(=O)NC1(NCC(C)C)Oc2ccccc2O1 | 10% | i | 27 | -7.0% | -3.1 | 94 | 4% | -1% | -0.2% | i | 0.9 | -6%
CNC(=S)NNC(=O)c1oc2nc(-c3ccccc3)cc(-c3ccco3)c2c1N | -12% | i | 24 | -2.3% | 0.1 | 61 | -6% | 1% | 0.3% | i | 2.3 | 2%
O=C(Nc1ccc2oc(=O)ccc2c1)c1cc([N+](=O)[O-])ccc1N1CCOCC1 | -11% | i | 50 | -0.5% | 0.6 | 48 | -40% | 12% | 0.1% | i | 0.2 | -15%
COc1ccc(NC(=O)COC(=O)C2CC(=O)N(Cc3ccc(C)cc3)C2)cc1 (stereo unspecified) | 0% | i | 38 | 0.5% | 0.1 | 46 | -2% | 12% | 0.3% | i | 2.3 | 1%
Cc1sc2ncn(CC(=O)NCCCC(=O)N3CCN(Cc4ccc5c(c4)OCO5)CC3)c(=O)c2c1C | 6% | i | 41 | 2.3% | -1.5 | 60 | -12% | 12% | 0.0% | i | 0.5 | 15%
Cc1cc(C)n(CCN(C)c2nc3nonc3nc2NC2CC2)n1 | -5% | i | 57 | / | -1.7 | 39 | -41% | 7% | -0.1% | i | 0.3 | 6%[20 µM]
Cc1cccc(C)c1NC(=S)NC(=O)c1ccccc1F | 17% | i | 32 | -3.3% | 0.3 | 49 | 6% | 11% | 0.5% | i | 0.4 | 10%
N#C/C(=C/c1ccc(Br)o1)C(N)=O | 7% | i | 28 | -2.1% | 3.9 | 37 | 5% | 1% | 0.1% | i | 1.0 | 4%
O=C(CN(Cc1ccccc1)S(=O)(=O)c1ccc2c(c1)OCCO2)N/N=C/c1cccc(Br)c1 | 5% | i | 41 | 3.2% | 12 | 56 | -10% | 4% | -0.2% | i | 0.4 | 0%
COc1ccc(/C=C/c2ccc(=O)n(Cc3ccccc3)n2)cc1 | 4% | i | 52 | -1.6% | 2.1 | 16 | -10% | 2% | -0.5% | i | 0.3 | -3%
CC(C)CC(=O)Nc1ccc([N+](=O)[O-])cc1Cl | 16% | i | 31 | -0.4% | 0.3 | 50 | -25% | 1% | 0.4% | i | 0.5 | -9%[20 µM]
COc1cccc(-c2nnn(C/C(N)=N/O)n2)c1 | 2% | i | 3 | 2.3% | -0.4 | 54 | -11% | 11% | 0.1% | i | 0.7 | 29%
COc1cc(/C=N/N=C(/C(=O)c2ccccc2)c2ccccc2)cc(OC)c1O | -3% | i | 20 | -1.7% | 14 | 29 | 15% | 1% | -0.2% | i | 0.5 | /
Cc1nc2cc(S(=O)(=O)N(C)C)ccc2n1-c1ccccc1 | 6% | i | 20 | -0.1% | -1.3 | 96 | -5% | -14% | -0.1% | i | 1.3 | 16%
COCCCNC(=O)C(=O)NCCCOC(C)C | 12% | i | 24 | -2.6% | -2.6 | 79 | -3% | 19% | 0.7% | i | 2.4 | 23%
COc1ccc(C(C(=O)NC2CCCC2)N(C(=O)c2ccco2)c2ccc(OC)c(OC)c2)cc1 (stereo unspecified) | 6% | i | 20 | 0.5% | 1.3 | 58 | -24% | -3% | -0.2% | i | 1.3 | -10%
CCOC(=O)c1[nH]c(C)c(C(=O)N(C)Cc2ccccc2)c1C | 5% | i | 20 | -3.4% | 2.0 | 74 | 18% | 16% | -0.1% | i | 7.2 | 23%
Cc1c(C(c2ccc(Br)cc2)c2c(C)n(C)n(-c3ccccc3)c2=O)c(=O)n(-c2ccccc2)n1C | 2% | i | 14 | -6.8% | -0.2 | 81 | 18% | 9% | 0.6% | i | 0.5 | -11%[20 µM]
Cc1ccccc1-c1nnc(SCc2ccccc2F)o1 | -73% | i | 20 | 3.5% | 2.2 | 98 | -61% | 10% | 0.2% | i | 2.7 | -12%
COc1ccc2cc(C#N)c(SCC(=O)N3CC(=O)Nc4ccccc43)nc2c1 | -24% | i | 6 | 20% | 8.7 | 59 | 7% | -14% | 0.8% | i | 1.1 | -41%
COc1cccc(-n2cnc3cccc(N)c32)c1 | 11% | i | 27 | 3.7% | 0.7 | 57 | 31% | -6% | 0.0% | i | 11 | -99%
CCOC(=O)c1ccc(NC(=O)NC(C)C2CCCO2)cc1 (stereo unspecified) | 3% | i | 19 | -0.4% | -1.5 | 81 | / | 14% | 0.8% | i | 1.0 | 1%
Cc1cc(C)c(C#N)c(SCC(=O)Nc2ccccc2C)n1 | -8% | i | 28 | -3.0% | 0.9 | 57 | -23% | 6% | -0.1% | i | 0.2 | -12%[20 µM]
CCC1=NN(C(=O)Cc2ccc([N+](=O)[O-])cc2)C(O)(c2ccc(Br)cc2)C1 (stereo unspecified) | 8% | i | 45 | 12% | -2.9 | 65 | -14% | -6% | -0.3% | i | 2.7 | -14%

Four compounds picked at random from those above:
SMILES | HEK293 NOD2/NF-kB | T cell HTS | T cell HTS vesicle-bound % | KOR beta-arrestin-1 | NTR1 ag | NTR1 ag cell count 20 µM | NOD1 inhibition | GPR55 antagonists | GPR55 beta-arrestin | Myeloid diff 2 | Myeloid diff 2 GFP+ MAC1+ % | KOR beta-arrestin-2
CCOC(=O)NC1(NCC(C)C)Oc2ccccc2O1 | 10% | i | 27 | -7.0% | -3.1 | 94 | 4% | -1% | -0.2% | i | 0.9 | -6%
CCOC(=O)c1[nH]c(C)c(C(=O)N(C)Cc2ccccc2)c1C | 5% | i | 20 | -3.4% | 2.0 | 74 | 18% | 16% | -0.1% | i | 7.2 | 23%
CCOC(=O)c1ccc(NC(=O)NC(C)C2CCCO2)cc1 (stereo unspecified) | 3% | i | 19 | -0.4% | -1.5 | 81 | / | 14% | 0.8% | i | 1.0 | 1%
COc1ccc(/C=C/c2ccc(=O)n(Cc3ccccc3)n2)cc1 | 4% | i | 52 | -1.6% | 2.1 | 16 | -10% | 2% | -0.5% | i | 0.3 | -3%

Next structures
SMILES | HEK293 NOD2/NF-kB | T cell HTS | T cell HTS vesicle-bound % | KOR beta-arrestin-1 | NTR1 ag | NTR1 ag cell count 20 µM | NOD1 inhibition | GPR55 antagonists | GPR55 beta-arrestin | Myeloid diff 2 | Myeloid diff 2 GFP+ MAC1+ % | KOR beta-arrestin-2
CC(C)(C)n1nc2c(c1NC(=O)c1ccccc1)CS(=O)(=O)C2 | -12% | i | 23 | -2.8% | 1.0 | 50 | -20% | -7% | 0.0% | i | 0.4 | 23%
Cc1cccc(NC(=O)c2c([N+](=O)[O-])c(C(C)(C)C)nn2C)c1 | 11% | i | 7 | 4.8% | 2.0 | 58 | 12% | 0% | -0.3% | i | 0.3 | 1%
COc1ccc(Cl)cc1NC(=O)C(C)Sc1n[nH]c(N)n1 (stereo unspecified) | -4% | i | 53 | 1.1% | -0.1 | 56 | 5% | 16% | -0.3% | i | 0.7 | -19%
COc1cc2c(C#N)c(N3CCN(C)CC3)nc(N)c2c(N)n1 | 1% | i | 19 | -1.8% | -4.9 | 91 | -14% | -8% | 0.0% | i | 0.5 | -27%
O=C(CCc1nnc(CCCc2ccccc2)o1)NCC(F)(F)F | -31% | i | 44 | / | 0.2 | 72 | -40% | 13% | 0.2% | i | 0.4 | -14%[20 µM]
Cc1ccc(N2CC(C(=O)Nc3c4c(nn3C(C)(C)C)CS(=O)(=O)C4)CC2=O)cc1 (stereo unspecified) | 11% | i | 9 | -4.3% | -0.6 | 51 | -12% | 10% | -0.1% | i | 3.6 | -4%
CC(C)COC(=O)Nc1ccc(C(=O)O)cc1 | 6% | i | 27 | 0.2% | 1.0 | 74 | 12% | -3% | -0.1% | i | 7.4 | 0%
COc1ccc(CC(=O)Nc2c(C(N)=O)oc3ccccc23)cc1 | 0% | i | 22 | -4.7% | -0.3 | 63 | -11% | 14% | 0.0% | i | 2.1 | -20%
COc1ccc(-n2cc(CNC3CCC(O)CC3)c(-c3cccc(F)c3)n2)cc1 (stereo unspecified) | -30% | i | 35 | 13% | 3.1 | 47 | 51%* | -3% | 0.7% | i | 0.2 | -7%
COc1ccc(C2C(C#N)=C(/N=C/N3CCN(C)CC3)OC3=C2C(=O)CC(C)(C)C3)cc1OC (stereo unspecified) | 12% | i | 21 | -0.9% | 0.4 | 50 | 0% | 0% | -0.1% | i | 1.3 | -59%
CCCCC(=O)NC(=S)Nc1cc(C(=O)O)ccc1OC | 4% | i | 59 | -0.8% | -0.8 | 37 | -7% | -6% | -0.1% | i | 0.8 | 11%[20 µM]
O=S(=O)(NCC(c1ccco1)N1CCN(c2ccccc2F)CC1)c1ccc(F)cc1 (stereo unspecified) | -1% | i | 58 | 3.5% | 2.1 | 66 | -12% | 5% | 0.3% | i | 0.6 | 14%
Cc1c(N=CC=Nc2c(C)n(C)n(-c3ccccc3)c2=O)c(=O)n(-c2ccccc2)n1C | 4% | / | / | 11% | / | / | -2% | 2% | -0.2% | / | / | -3%
CC(C)(CC(=O)OCC(=O)Nc1ccccc1F)CC1=NS(=O)(=O)c2ccccc2N1 | 21% | i | 8 | -1.3% | 0.0 | 75 | 10% | 4% | -0.1% | i | 2.3 | -50%
O=C(CCCc1ccccc1)NC1CC1 | -9% | i | 36 | -1.2% | 1.0 | 66 | -8% | 4% | -0.3% | i | 1.4 | 29%
O=C(NCCO)c1c(O)c2cccc3c2n(c1=O)CC3 | 0% | i | 52 | -4.9% | -0.9 | 57 | -30% | -16% | -0.2% | i | 0.4 | -8%
Cc1csc(N/N=C/c2ccccc2F)n1 | -86% | i | 34 | 4.0% | 0.0 | 70 | -92% | -8% | -0.3% | i | 1.1 | -34%[20 µM]
COC(=O)c1ccc(/C=N/OCC(=O)NC2CCCCCCC2)cc1 | -4% | i | 46 | -2.7% | -0.8 | 45 | -14% | 8% | -0.1% | i | 1.1 | -13%
